# High-throughput results (PubChem BioAssay)
# TDP2 absorb = TDP2 (human) inhibition, absorbance primary screen. O95551. recombinant TDP2, T5PNP hydrolysis, p-nitrophenol absorbance 415 nm. inhibition, % at 12.8 µM. hit rate 0.34% among 370,000;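 active means inhibition above the mean of all tested compounds plus 3 SD, set per campaign, cut at about 25% in these data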;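 further: 0% = DMSO with enzyme and 100% = buffer with substrate but no TDP2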
#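 System: recombinant human TDP2 / Amount: 120 nM TDP2 per well / Also added: 5 mM T5PNP chromogenic substrate / Doses: 12.8 µM single point, 1% DMSO / Incubation: 2 h at 37 °C / Detection: p-Nitrophenol epi absorbance / Evaluation: % inhibition relative to enzyme-containing and enzyme-free wells / Repeats: singlicate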
# ASAP1 inh = inhibitors of human ASAP1 ArfGAP activity; Q9ULH1; ASAP1-stimulated ARF1 GTP hydrolysis, GDP FP detection; hit rate 0.19% among 360,000; inhibition, % at 16.5 µM; in the data active means inhibition above about 25%;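 further: 0% = vehicle with enzyme and substrate and 100% = no enzyme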
# Target sequence (Q9ULH1 325-724 limits assumed): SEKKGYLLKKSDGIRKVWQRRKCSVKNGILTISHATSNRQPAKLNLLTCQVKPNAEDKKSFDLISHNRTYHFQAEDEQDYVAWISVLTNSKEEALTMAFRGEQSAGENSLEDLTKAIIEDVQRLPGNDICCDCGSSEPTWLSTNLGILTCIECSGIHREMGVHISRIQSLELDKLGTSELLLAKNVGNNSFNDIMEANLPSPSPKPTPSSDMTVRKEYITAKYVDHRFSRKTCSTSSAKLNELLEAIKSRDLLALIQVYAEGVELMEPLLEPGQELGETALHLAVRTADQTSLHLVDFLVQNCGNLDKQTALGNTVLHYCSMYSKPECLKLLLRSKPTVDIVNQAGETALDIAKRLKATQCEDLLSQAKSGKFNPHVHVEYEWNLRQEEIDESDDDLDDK
# ARFGAP1 inhibitor = rat ARFGAP1 inhibition; Q62848; Arfgap1-stimulated ARF1 GTP hydrolysis, GDP FP detection; inhibition, % at 16.5 µM; hit rate 0.26% among 360,000;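 active means inhibition above a per-plate limit, mean inhibition of low control wells plus 3 SD, cut at about 25% in these data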;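 further: 0% = DMSO wells with enzyme and 100% = wells lacking Arfgap1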
#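 Material: rat Arfgap1 GAP domain (His6, aa 1-136), purified enzyme. Also added: human ARF1(Δ1-17)-GTP substrate. Compound dosing: 16.5 µM single point, 1.26% DMSO. Timing: enzyme reaction 120 min at 25 °C after 20 min preincubation. Signal: GDP detection by fluorescence polarization. Read-out basis: percent inhibition of GAP-stimulated GDP formation, scaled between DMSO and no-Arfgap1 medians.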
# PLC-beta3 inh = inhibitors of human phospholipase C beta3; AID 720704; hit rate 0.18% among 370,000; Q01970; inhibition, % at 12.2 µM; Purified PLC-beta3, fluorogenic substrate, fluorescence; in the data active means inhibition above about 11%;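 further: 0% = median of compound wells on plate and 100% = full blocker control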
# DDE Tn6 FP inh = DD(E)-Tn6 binding inhibition, primary FP screen; P02675; Fibrin DD(E) TRITC-Tn6 fluorescence polarization displacement; inhibition, % at 8.3 µM; hit rate 0.21% among 370,000;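 active means inhibition above a per-campaign cutoff: mean of compounds within control limits plus 3 SD, cut at about 15% in these data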;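 further: 0% = median of all compound wells on the plate and 100% = blocking peptide control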
# Tn7 DDE FP = DD(E)-Tn7 binding inhibition, primary FP screen; P02675; FP displacement of FITC-Tn7 peptide from fibrin DD(E); 0% = median of compound wells per plate; inhibition, % at 8.3 µM; hit rate 0.13% among 370,000; AID 720508;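 active means inhibition above the mean of compounds falling within the control limits plus 3 SD of them, cut at about 14% in these data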;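 further: 0% = plate median of compound wells and 100% = 10 µM Aha-Tn7 peptide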
#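 Also added: labelled Tn7 tracer, 0.1 µM; Assay system: human fibrin DD(E) protein; Amount: 2 µM fibrin DD(E); Schedule: 10 min compound pre-incubation, 3 h probe incubation at room temperature; Repeats: one replicate per compound; Read-out basis: percent inhibition; Measured by: fluorescence polarization of the labelled Tn7 tracer.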
# PLCg1 inh = PLC-gamma1 (human) inhibition, primary screen; P19174; purified PLC-gamma1, fluorogenic substrate, fluorescence; inhibition, % at 12.2 µM; hit rate 0.84% among 370,000; AID 720700; in the data active means inhibition above about 9.5%
# SIAE primary = blocks human sialic acid acetylesterase. SIAE FP-Rh probe binding, fluorescence polarization. AID 1053197. inhibition, % at 9.66 µM. hit rate 0.69% among 370,000. Q9HAT2;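 active means inhibition above a cutoff: mean of compounds within the control limits plus 3 SD of those, cut at about 17% in these data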;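 further: 0% = plate median of compound wells and 100% = probe without SIAE protein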
# ADAM10 inh = inhibitors of human ADAM10; O14672; recombinant ADAM10, EDANS/DABCYL FRET peptide cleavage, 3 h; inhibition, % at 7 µM; hit rate 0.62% among 370,000; AID 720582;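 active means inhibition above a per-campaign cutoff equal to the mean of compounds falling between control-based bounds plus 3 SD, cut at about 20% in these data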;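 further: 0% = DMSO wells while the 100% control is not disclosed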
# ADAM17 inh = inhibitors of human ADAM17. P78536. inhibition, % at 6.95 µM. recombinant ADAM17, EDANS/DABCYL FRET peptide cleavage. hit rate 0.83% among 370,000;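 active means inhibition above the mean of compounds lying between control limits plus 3 SD, set per campaign, cut at about 8.5% in these data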;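 further: 0% = DMSO-only wells as the low control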
# Target sequence (P78536 215-824 limits assumed): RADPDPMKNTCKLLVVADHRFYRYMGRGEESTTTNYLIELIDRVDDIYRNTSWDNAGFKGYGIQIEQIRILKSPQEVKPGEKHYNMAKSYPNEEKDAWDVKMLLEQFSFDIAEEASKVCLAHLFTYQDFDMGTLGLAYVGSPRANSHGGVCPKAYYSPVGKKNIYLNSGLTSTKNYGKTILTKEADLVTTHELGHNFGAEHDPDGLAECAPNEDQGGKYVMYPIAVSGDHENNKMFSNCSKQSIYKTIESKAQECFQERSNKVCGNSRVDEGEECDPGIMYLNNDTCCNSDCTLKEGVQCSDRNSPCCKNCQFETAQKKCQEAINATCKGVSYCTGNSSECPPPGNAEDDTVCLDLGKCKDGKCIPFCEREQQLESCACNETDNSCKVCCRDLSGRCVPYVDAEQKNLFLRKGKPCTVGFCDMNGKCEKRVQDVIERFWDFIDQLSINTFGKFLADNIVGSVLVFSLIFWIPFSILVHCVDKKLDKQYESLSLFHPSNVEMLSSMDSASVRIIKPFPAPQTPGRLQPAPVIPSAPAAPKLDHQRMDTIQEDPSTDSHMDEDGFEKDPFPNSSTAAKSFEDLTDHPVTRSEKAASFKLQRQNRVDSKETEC
# Starred values were filed as active, the others as inactive; i = inactive.
structure	ADAM17 inh	Tn7 DDE FP	ARFGAP1 inhibitor	DDE Tn6 FP inh	PLC-beta3 inh	ASAP1 inh	PLCg1 inh	TDP2 absorb	ADAM10 inh	SIAE primary
CN(C)c1nc(N)nc(CSc2nnnn2-c2cccc3ccccc23)n1	-4	4	-7	6	1	-1	-1	9	-8	3
CCSc1ccc([C@@H]2[C@@H]3C(=O)N(CC)C(=O)[C@@H]3[C@]3(C(=O)OC)CCCN23)cc1	-1	-7	-2	3	-20	-12	-8	0	-5	-1
COc1ccc(C(=O)NCCNC(=O)c2cnccn2)cc1	1	5	-1	6	-4	7	4	-22	3	-3
Cc1ccc(NC(=O)c2cnn(C)c2)cc1[N+](=O)[O-]	-3	-3	7	-2	4	-11	2	13	-3	0
Cn1c(=O)c2c(nc(CN3CCOCC3)n2CC(O)CO)n(C)c1=O (stereo not drawn)	1	-3	3	-6	2	-1	8	7	-1	-1
CC1(C)NC(=O)N(CC(O)COc2cccc(F)c2)C1=O (stereo not drawn)	0	-6	-6	4	4	2	1	8	-2	-4
C/C(=N/OCO/N=C(\C)c1ccc(F)cc1F)c1ccc(F)cc1F	3	-3	9	3	4	7	4	-8	6	2
COC(=O)c1ccc(COc2ccc(C3C4=C(CCCC4=O)Nc4onc(C)c43)cc2)cc1 (stereo not drawn)	-73	-3	7	4	-264	4	-223	-8	-241	-1
FC(F)(F)c1cc(Cl)c2nc(-c3ccco3)c(Cc3ccccc3C(F)(F)F)n2c1	1	-2	1	-6	-14	-2	-5	6	7	4
CCOC(=O)/C(=C/c1c2ccccc2cc2ccccc12)NC(=O)c1ccccc1	7	-4	3	5	-12	14	-12	-10	18	-3
CCCCCCCCSc1n[nH]c(N)n1	2	-4	-5	8	4	-3	3	6	6	-5
COc1cccc2c1O/C(=N\O)C(C(=O)Nc1cccc(Br)c1)C2 (stereo not drawn)	1	4	12	-1	-2	-2	-5	-16	5	-8
O=C(COc1ccccc1)Nc1ccc(S(=O)(=O)N2CCOCC2)cc1	-4	5	3	-1	0	-3	6	0	-7	-5
CN(C)CCCOC(=O)COc1ccc(Br)cc1	-2	2	-7	2	-3	-11	0	6	-4	8
CCCCCC(=O)NNC(=O)c1ccc(F)cc1	-3	3	-15	0	0	0	0	11	-5	2
CCOc1ccc(S(=O)(=O)N2CCN(C(=O)Cc3ccc(S(=O)(=O)N4CCOCC4)s3)CC2)cc1	-2	-4	-4	-5	-11	2	5	-8	-8	-2
COc1cccc(N2CCN(C(=O)c3ccc(CS(=O)Cc4ccc(Cl)cc4)o3)CC2)c1 (stereo not drawn)	-1	1	4	3	-7	-5	0	-8	8	3
O=C1CC(NS(=O)(=O)c2cccnc2)CN1c1cccc(F)c1 (stereo not drawn)	-3	2	-1	1	-4	-10	3	1	-12	3
Cc1ccc(S(=O)(=O)Nc2ccc(NC(=O)c3ccc(F)cc3)cc2)cc1	0	-3	7	3	-8	2	0	7	-3	3
COCc1ccc(CN2CCC(Oc3ccc(C(=O)NCc4ccccn4)cc3)CC2)o1	4	0	9	0	-4	6	-4	-3	-19	3
CCN(CC)CCn1c2c(c(SCC(=O)Nc3ccc(C)c(F)c3)nc1=O)CCCC2	-2	-3	8	6	-3	-3	3	3	-6	-2
O=C(CCC1CC(=O)Nc2ccccc21)NCc1ccccc1 (stereo not drawn)	-4	5	1	4	-5	9	-3	1	-3	10
CC(C)CN(C(=O)C(c1ccccc1)c1ccccc1)c1c(N)n(CC(C)C)c(=O)[nH]c1=O	-4	3	0	4	0	-5	0	6	-10	-4
Cn1c(=O)c2c(nc(NCCCO)n2C/C=C/c2ccccc2)n(C)c1=O	1	-8	6	2	3	-6	3	-4	3	7
CC12CC(NC(=O)N1c1ccc(C(=O)N3CCN(c4ccc(F)cc4)CC3)cc1)c1ccccc1O2 (stereo not drawn)	-5	8	-2	-10	-2	11	6	-12	6	-6
O=C(CSc1ccc(-c2cccnc2)nn1)N1CCCCC1	-4	-8	8	7	-4	-8	1	3	-6	-8
CCOc1ccccc1NC(=O)N1C2CCCC1CC(NC(=O)C1CC1)C2 (stereo not drawn)	-4	-2	5	2	2	0	0	6	-2	-7
CCCCC(CC)C(=O)NCC(C)NC(=O)C(CC)CCCC (stereo not drawn)	0	3	6	-1	-1	-3	-3	-2	1	-6
O=[N+]([O-])c1ccccc1S(=O)(=O)NCc1ccco1	-3	-1	-14	1	-2	-6	0	-4	-3	-3
COc1ccc(OS(=O)(=O)c2c(C)noc2C)cc1	-5	-2	-1	-3	-3	-11	4	1	-5	-3
N#CC1(C#N)COC23CCCCC2C1(C#N)C(=N)O3 (stereo not drawn)	-243	8	-1	14	-338	-1	-237	7	i	11
COc1cccc(C(CNC(=O)c2ccc(Cl)c(S(=O)(=O)N3CCCC3)c2)N(C)C)c1 (stereo not drawn)	-2	4	7	-3	-4	-5	-4	-3	-7	0
COc1ccc(C(=O)NCC2(N3CCCCC3)CCCCC2)cc1S(=O)(=O)N(C)C	-1	2	6	5	-10	-5	4	-8	-4	1
Cc1ccc(C)c(S(=O)(=O)Nc2ccccc2C(=O)Nc2cc(C)on2)c1	-496	-1	-6	3	i	7	-482	-9	i	3
O=[N+]([O-])c1nccn1CC(O)CCN1CCOCC1 (stereo not drawn)	-4	2	3	0	1	-1	2	4	-2	14
COc1ccc(Cc2c(-c3cccc(Br)c3)nc3c(C)cc(Br)cn23)c(C)c1	-1	3	7	-3	-12	8	-10	4	-10	-7
O=C(COC(=O)[C@@H]1CC(O)CN1S(=O)(=O)c1ccc(Cl)cc1)NC(=O)NCc1ccccc1 (stereo partly drawn)	-6	4	13	5	-5	7	-6	-10	-6	5
CSc1ccc(NC(=O)C2(C)CCN2C(=O)C2(c3ccccc3)CC2)cc1 (stereo not drawn)	1	3	6	8	-2	0	-3	0	3	2
CC1Cc2nc(SCC(=O)N3CCc4ccccc43)n(C)c(=O)c2S1 (stereo not drawn)	0	-2	-9	2	3	-10	1	5	1	6
Cc1cccc(N2C(=O)C3C4C=CC(C5CC45)C3C2=O)n1 (stereo not drawn)	-2	1	-1	-4	-3	3	2	-4	3	4
CCOc1ccc(-n2nc3ccc(NC(=O)c4ccc5c(c4)OCCO5)cc3n2)cc1	-30	2	-11	-1	-17	-1	-9	-23	-49	-11
COc1ccc(CNC(=O)CCCSc2ccccc2)cc1	0	1	-3	-4	-7	-3	0	13	-1	0
CC(OC(=O)c1cc(S(=O)(=O)N2CCOCC2)ccc1F)C(=O)NC1CCCCC1C (stereo not drawn)	-1	4	0	7	-4	-5	-1	3	-1	-1
CCOC(=O)CC(=O)Nc1nnc(CC(C)C)s1	1	0	4	7	2	-13	1	-12	-2	-6
Cc1cccc(NS(=O)(=O)c2cc3c4c(c2)CC(=O)N4CCC3)c1C	4	2	5	6	-5	-8	-1	5	9	0
O=C1CCN(C(=O)c2ccccc2)C2CCCCC12 (stereo not drawn)	-5	2	11	0	1	5	-3	3	7	-4
Cc1ccc2cc(C(=O)O)c(C)nc2c1	-1	-3	4	4	-1	-3	1	-5	2	6
COc1ccc(C(=O)C2CCCN(Cc3c(F)ccc(F)c3F)C2)c(OC)c1 (stereo not drawn)	0	-3	-5	-4	-1	6	5	-15	8	12
Cc1cc(N/N=C/c2ccc(Cl)cc2Cl)nc(NCc2ccccc2)n1	0	-7	11	-5	0	2	2	2	-9	-4
N#C/C(=C/c1ccc(N2CCOCC2)o1)c1nc2ccccc2[nH]1	-38	-4	4	-2	-278	-9	-240	-6	-105	5
Cc1nnc(SCC(=O)Nc2ccccc2C(=O)NC2CC2)s1	-2	-2	-4	-3	5	-9	2	4	-3	-2
CC(=NCc1ccco1)c1c(C(F)(F)F)[nH]n(-c2nc3ccccc3s2)c1=O	2	2	2	3	-3	-18	0	-6	4	-6
Nc1nc(SCC(=O)Nc2ccc(Cl)c([N+](=O)[O-])c2)n[nH]1	-1	4	-6	7	0	-7	2	0	0	0
Cc1nc(C)c(-c2ccnc(/N=C/NO)n2)s1	-4	-8	22	5	-8	13	1	7	-5	-2
N#C/C(=C\c1ccc(C(=O)O)cc1)S(=O)(=O)c1cc(Br)ccc1Br	-1	0	-10	3	-15	20	-7	1	-1	-9
c1ccc(-c2ccc(CNC3CC3)cc2)cc1	-3	14*	3	10	-5	-2	1	-13	-1	-2

# Four of the compounds above, as labelled records.
COc1ccc(C(=O)NCCNC(=O)c2cnccn2)cc1
  ADAM17 inh: 1 | Tn7 DDE FP: 5 | ARFGAP1 inhibitor: -1 | DDE Tn6 FP inh: 6 | PLC-beta3 inh: -4 | ASAP1 inh: 7 | PLCg1 inh: 4 | TDP2 absorb: -22 | ADAM10 inh: 3 | SIAE primary: -3

Cc1ccc(NC(=O)c2cnn(C)c2)cc1[N+](=O)[O-]
  ADAM17 inh: -3 | Tn7 DDE FP: -3 | ARFGAP1 inhibitor: 7 | DDE Tn6 FP inh: -2 | PLC-beta3 inh: 4 | ASAP1 inh: -11 | PLCg1 inh: 2 | TDP2 absorb: 13 | ADAM10 inh: -3 | SIAE primary: 0

Cn1c(=O)c2c(nc(CN3CCOCC3)n2CC(O)CO)n(C)c1=O (stereo not drawn)
  ADAM17 inh: 1 | Tn7 DDE FP: -3 | ARFGAP1 inhibitor: 3 | DDE Tn6 FP inh: -6 | PLC-beta3 inh: 2 | ASAP1 inh: -1 | PLCg1 inh: 8 | TDP2 absorb: 7 | ADAM10 inh: -1 | SIAE primary: -1

CC1(C)NC(=O)N(CC(O)COc2cccc(F)c2)C1=O (stereo not drawn)
  ADAM17 inh: 0 | Tn7 DDE FP: -6 | ARFGAP1 inhibitor: -6 | DDE Tn6 FP inh: 4 | PLC-beta3 inh: 4 | ASAP1 inh: 2 | PLCg1 inh: 1 | TDP2 absorb: 8 | ADAM10 inh: -2 | SIAE primary: -4

# (listing goes on)
structure	ADAM17 inh	Tn7 DDE FP	ARFGAP1 inhibitor	DDE Tn6 FP inh	PLC-beta3 inh	ASAP1 inh	PLCg1 inh	TDP2 absorb	ADAM10 inh	SIAE primary
CC[N+](C)(CC)CC(=O)OCC1C(C)C=C(C)CC1C (stereo not drawn)	-10	1	9	-4	-6	0	1	-10	7	-6
COc1ccc(OC)c(NC(=O)CCNS(=O)(=O)c2cccc3nonc23)c1	0	-5	0	-2	0	-4	1	-10	9	-4
Cc1nc2ccc(Br)cc2c(=O)n1Cc1cccs1	0	-9	-6	5	-6	0	2	8	-3	-2
O=[N+]([O-])c1cccc(/C([O-])=C(/C(=S)Nc2ccccc2)[n+]2ccccc2)c1	0	-3	7	-2	-3	-4	0	-2	-3	0
CCCC(C)C(=O)NCc1ccc2c(c1)OCO2 (stereo not drawn)	-4	11	6	1	-2	-3	-1	8	1	-3
CCOC(=O)C1CCN(C(=O)CN(c2ccc(OC)cc2)S(=O)(=O)c2c(C)nn(C)c2C)CC1	-2	-6	5	-15	1	11	1	-14	-5	-6
